Source: PubChem (The Scripps Research Institute Molecular Screening Center)
GPR151 activ – activators of human GPR151, primary screen, cell-based, PathHunter beta-arrestin, luminescence; G-protein coupled receptor 151 (Homo sapiens), Q8TDV0; PathHunter beta-arrestin GPR151 cells; activation, % at 11.2 µM; hit rate 1% among 650,000; AID 1508602, 2020; in the data active = activation above about 4.9%;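 note: 0% = median of compound wells and 100% = cells with positive control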
Target sequence (Q8TDV0 whole entry, looked up): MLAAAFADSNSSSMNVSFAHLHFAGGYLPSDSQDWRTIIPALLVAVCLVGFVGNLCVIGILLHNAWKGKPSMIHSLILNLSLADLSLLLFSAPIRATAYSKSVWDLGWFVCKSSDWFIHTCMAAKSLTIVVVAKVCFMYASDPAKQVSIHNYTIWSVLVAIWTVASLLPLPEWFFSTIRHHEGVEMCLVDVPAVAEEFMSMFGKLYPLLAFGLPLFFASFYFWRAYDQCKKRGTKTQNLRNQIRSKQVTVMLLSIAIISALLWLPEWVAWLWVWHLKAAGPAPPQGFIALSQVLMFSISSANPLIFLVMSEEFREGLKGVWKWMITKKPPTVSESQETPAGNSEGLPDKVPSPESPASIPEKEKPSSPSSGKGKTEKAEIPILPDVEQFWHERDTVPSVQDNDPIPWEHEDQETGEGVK
MITF inh – MITF inhibitors, primary screen, biochemical, AlphaScreen, human | Microphthalmia-associated transcription factor (Homo sapiens), O75030 | AlphaScreen MITF homodimerization, bead proximity signal | inhibition, % at 2.6 µM | hit rate 0.91% among 650,000 | AID 1259374, 2018; in the data active = inhibition above about 50%;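 note: 0% = vehicle wells with protein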
TEAD-YAP inh – TEAD-YAP interaction inhibition, primary screen, TEAD-YAP interaction inhibitor project, luminescence, HEK-TIYL cells; TEAD-Gal4/YAP UAS-luciferase luminescence; inhibition, % at 9.12 µM; hit rate 1.4% among 640,000; in the data active = inhibition above about 32%;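 note: 0% = median of test compound wells and 100% = reference inhibitor wells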
FBW7 activator – FBW7 E3 ligase activators, primary screen, biochemical, AlphaScreen, human. F-box/WD repeat-containing protein 7 (Homo sapiens), Q969H0. AlphaScreen FBW7–phospho-cyclin E peptide binding, activator screen. normalized activity (activation), % at 26.1 µM. hit rate 0.13% among 650,000; in the data active = normalized activity above about 1.9%;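 note: purified mutant Fbw7 with reduced substrate affinity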
Target sequence (Q969H0 whole entry, looked up): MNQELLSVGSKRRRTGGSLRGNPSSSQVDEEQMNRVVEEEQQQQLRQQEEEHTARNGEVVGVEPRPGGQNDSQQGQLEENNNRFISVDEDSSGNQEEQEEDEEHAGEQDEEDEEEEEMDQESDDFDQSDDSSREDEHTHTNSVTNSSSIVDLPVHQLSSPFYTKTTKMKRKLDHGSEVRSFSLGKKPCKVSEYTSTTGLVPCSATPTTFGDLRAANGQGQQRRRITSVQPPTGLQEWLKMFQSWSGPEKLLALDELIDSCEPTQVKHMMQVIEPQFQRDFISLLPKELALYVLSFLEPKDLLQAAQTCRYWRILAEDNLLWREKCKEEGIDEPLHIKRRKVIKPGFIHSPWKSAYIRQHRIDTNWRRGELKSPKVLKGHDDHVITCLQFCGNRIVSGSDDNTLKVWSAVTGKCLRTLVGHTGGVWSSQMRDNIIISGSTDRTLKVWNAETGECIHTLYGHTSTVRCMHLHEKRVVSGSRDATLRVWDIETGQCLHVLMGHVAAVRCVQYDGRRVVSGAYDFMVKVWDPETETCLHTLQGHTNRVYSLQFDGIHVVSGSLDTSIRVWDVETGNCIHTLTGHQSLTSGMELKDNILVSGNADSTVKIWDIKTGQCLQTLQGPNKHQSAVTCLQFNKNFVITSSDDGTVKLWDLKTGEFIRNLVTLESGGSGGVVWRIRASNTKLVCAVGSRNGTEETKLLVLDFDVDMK
Active calls of the source: *. Rows are unselected. About 3.5% of those tested had a hit in this group.

`COc1ccccc1-n1cc(CN2CCN3C(=O)[C@H](CO)N(C)C(=O)[C@H]3C2)cn1` gave GPR151 activ -1.2, MITF inh 7.1, TEAD-YAP inh 5.3 and FBW7 activator -0.1.
Screening O=C(CC1C(=O)NCCN1Cc1ccc(F)cc1)NCCN1CCCc2ccccc21 (stereo not drawn) returned GPR151 activ -0.4, MITF inh -8.1, TEAD-YAP inh -4.1 and FBW7 activator 0.0.
`COC(=O)c1nnn(-c2nonc2N)c1CN1C(=O)c2ccccc2C1=O` gave GPR151 activ 2.0, MITF inh -4.7, TEAD-YAP inh 2.4 and FBW7 activator 0.0.
For O=C(NC1(C(F)(F)F)NC(=O)N(c2ccc(F)cc2)C1=O)c1ccccc1F (stereo not drawn) the results were GPR151 activ -0.3, MITF inh -6.2, TEAD-YAP inh -7.8 and FBW7 activator -0.1.
`CCCC1=NN2C(=N)/C(=C/c3cn(Cc4ccccc4)c4ccccc34)C(=O)N=C2S1` gave GPR151 activ 0.4, MITF inh 4.8, TEAD-YAP inh 0.5 and FBW7 activator -0.1.
Cc1cccc2c3c4n(c12)CC1COC4(CCC3)O1 (stereo not drawn) was read as GPR151 activ -0.5, MITF inh 15.5, TEAD-YAP inh 11.3 and FBW7 activator -0.1.
For Cc1ccc2c(c1)sc(=NC(=O)c1ccc(S(=O)(=O)N(C)c3ccccc3)cc1)n2C the results were GPR151 activ 0.0, MITF inh 15.3, TEAD-YAP inh 8.5 and FBW7 activator 0.0.
`Cc1cnc(Cl)nc1NCc1cccnc1` gave GPR151 activ -0.3, MITF inh -30.8, TEAD-YAP inh 3.5 and FBW7 activator -0.2.
For COc1ccc(-c2cc(C(F)F)n3ncc(C(=O)N(C)c4ccccc4)c3n2)cc1 the results were GPR151 activ 0.0, MITF inh 5.9, TEAD-YAP inh -16.9 and FBW7 activator -0.1.
For COc1cc(C(=O)N2CCN(C3CCCC3)CC2)cc(OC)c1OC the results were GPR151 activ 0.8, MITF inh -0.7, TEAD-YAP inh 1.2 and FBW7 activator 0.1.
For N#CC(c1ccco1)N1CCN(C(C#N)c2ccco2)CC1 (stereo not drawn) the results were GPR151 activ 0.6, MITF inh 5.9, TEAD-YAP inh 3.8 and FBW7 activator 0.3.
Screening O=C(Nc1cccc([N+](=O)[O-])c1)c1ccc2nc(N3C(=O)c4ccccc4C3=O)sc2c1 returned GPR151 activ -0.7, MITF inh 5.2, TEAD-YAP inh -14.8 and FBW7 activator 0.1.
For CCOC(=O)c1c(NC(=O)COc2ccc(Cl)cc2)sc(C)c1C the results were GPR151 activ 0.4, MITF inh 5.4, TEAD-YAP inh -3.4 and FBW7 activator -0.1.
For O=[N+]([O-])c1c(Nc2ccc(OC(F)(F)F)cc2)ccc2nonc12 the results were GPR151 activ -1.0, MITF inh 7.7, TEAD-YAP inh 6.2 and FBW7 activator 0.6.
`CCNc1nc(C(N)=O)cs1` gave GPR151 activ 1.4, MITF inh 12.0, TEAD-YAP inh 5.3 and FBW7 activator 0.0.

In the list so far, 4 have fluorine.
Screening O=C(CC1C(=O)NCCN1Cc1ccc(F)cc1)NCCN1CCCc2ccccc21 (stereo not drawn) returned GPR151 activ -0.4, MITF inh -8.1, TEAD-YAP inh -4.1 and FBW7 activator 0.0.
For O=C(NC1(C(F)(F)F)NC(=O)N(c2ccc(F)cc2)C1=O)c1ccccc1F (stereo not drawn) the results were GPR151 activ -0.3, MITF inh -6.2, TEAD-YAP inh -7.8 and FBW7 activator -0.1.
For COc1ccc(-c2cc(C(F)F)n3ncc(C(=O)N(C)c4ccccc4)c3n2)cc1 the results were GPR151 activ 0.0, MITF inh 5.9, TEAD-YAP inh -16.9 and FBW7 activator -0.1.
For O=[N+]([O-])c1c(Nc2ccc(OC(F)(F)F)cc2)ccc2nonc12 the results were GPR151 activ -1.0, MITF inh 7.7, TEAD-YAP inh 6.2 and FBW7 activator 0.6.

(next part)
`Cc1[nH]nc2c1C(c1ccccc1F)C(C#N)=C(N)O2` (stereo not drawn) gave GPR151 activ -0.7, MITF inh -7.5, TEAD-YAP inh -4.9 and FBW7 activator 0.1.
CC1=CC(C)(C)N(Cc2ccc([N+](=O)[O-])cc2)c2ccc(C)cc21 was read as GPR151 activ 0.8, MITF inh 8.5, TEAD-YAP inh 13.8 and FBW7 activator -0.5.
`O=C(Nc1nc(-c2ccccn2)cs1)c1ccc([N+](=O)[O-])o1` gave GPR151 activ 0.4, MITF inh 1.9, TEAD-YAP inh 22.1 and FBW7 activator -0.2.
`CC(C)c1ccc(/C=C2\SC(N3CCOCC3)=NC2=O)cc1` gave GPR151 activ 0.5, MITF inh -9.3, TEAD-YAP inh 4.6 and FBW7 activator 0.0.
`CCc1ccc(NC(=O)C2CCN(C(=O)c3cc(OC)c(OC)c(OC)c3)CC2)cc1` gave GPR151 activ 1.4, MITF inh 8.6, TEAD-YAP inh -2.5 and FBW7 activator 0.3.
For COc1ccc(-n2nc([N+](=O)[O-])c(=Nc3cccc(F)c3)n2O)cc1 the results were GPR151 activ -0.7, MITF inh 22.6, TEAD-YAP inh 31.2 and FBW7 activator 0.1.
For COc1ccc(OC)c(CN2CCN(Cc3ccccc3F)CC2)c1 the results were GPR151 activ 1.5, MITF inh 77.1*, TEAD-YAP inh -6.2 and FBW7 activator -0.3.
Cc1ccc(C)c(Cn2c(C(=O)O)c(CNCc3ccc(F)cc3)c3ccccc32)c1 was read as GPR151 activ -0.4, MITF inh 16.4, TEAD-YAP inh 15.4 and FBW7 activator 0.2.
Screening O=C(Cc1ccccc1)c1ccc(-c2ccccc2)cc1 returned GPR151 activ 0.6, MITF inh 1.2, TEAD-YAP inh -15.4 and FBW7 activator 0.0.
Screening COc1ccc(NC(=O)CN2C(=O)CC(c3ccccc3)=Nc3ccccc32)c(OC)c1 returned GPR151 activ 0.3, MITF inh -4.3, TEAD-YAP inh -1.1 and FBW7 activator 0.2.
CC(=O)Oc1cn(Cc2ccccc2)c2nc(C)n3c4ccccc4nc3c12 was read as GPR151 activ -0.5, MITF inh 8.2, TEAD-YAP inh 0.3 and FBW7 activator 0.2.
Screening N#C/C(=C(/O)COC(=O)c1ccc(N2CCCCC2)c([N+](=O)[O-])c1)c1nc2ccccc2[nH]1 returned GPR151 activ 2.1, MITF inh 7.9, TEAD-YAP inh -6.0 and FBW7 activator 0.1.
`CCc1nnc2c3cnn(-c4ccccc4)c3nc(C)n12` gave GPR151 activ 0.5, MITF inh 9.8, TEAD-YAP inh 7.5 and FBW7 activator -0.3.
Screening CC1CCc2c(sc(NC(=O)/C=C/c3cccc([N+](=O)[O-])c3)c2C(N)=O)C1 (stereo not drawn) returned GPR151 activ 0.2, MITF inh 4.3, TEAD-YAP inh 1.3 and FBW7 activator -0.1.
For N#Cc1ccc(Oc2ccccc2N2C(=O)c3ccc(Br)cc3C2=O)cc1 the results were GPR151 activ 0.4, MITF inh 11.2, TEAD-YAP inh -0.3 and FBW7 activator 0.0.
Screening CC1=C(C(=O)N2CCCCC2)C(c2cc(Br)ccc2F)C2=C(CCCC2=O)N1 (stereo not drawn) returned GPR151 activ 1.2, MITF inh 2.1, TEAD-YAP inh 12.9 and FBW7 activator -0.1.
`O=C(Cn1cnc2ccccc2c1=O)N1CC[C@@H](c2ccccc2)[C@H](O)C1` gave GPR151 activ -1.7, MITF inh -5.0, TEAD-YAP inh -0.7 and FBW7 activator 0.0.
Cc1ccc(CNC(=O)C(=O)NCCN2CCN(S(=O)(=O)c3ccccc3)CC2)cc1 was read as GPR151 activ 0.7, MITF inh 3.0, TEAD-YAP inh 6.2 and FBW7 activator 0.0.
`CC(C)(C)/C(O)=C(\C#N)c1nc2ccccc2[nH]1` gave GPR151 activ 0.4, MITF inh 0.5, TEAD-YAP inh 16.8 and FBW7 activator 0.2.
`O=C1c2cccc([N+](=O)[O-])c2C(=O)N1c1ccccc1-c1ccccc1` gave GPR151 activ 0.9, MITF inh 7.1, TEAD-YAP inh -4.3 and FBW7 activator 0.1.
O=C1N[C@@H](Cc2c[nH]c3ccccc23)C(=O)N2CCN(C(=O)c3cc(F)ccc3F)C[C@H]12 was read as GPR151 activ -1.7, MITF inh -4.1, TEAD-YAP inh -2.1 and FBW7 activator -0.2.
For CC(C)[C@H](NC(=O)c1ccc(Cl)c([N+](=O)[O-])c1)C(=O)Nc1ccc2c(c1)OCO2 the results were GPR151 activ 3.6, MITF inh 15.9, TEAD-YAP inh 2.3 and FBW7 activator 0.0.
For COc1ccccc1CN1CCN(Cc2ccco2)CC1 the results were GPR151 activ 0.2, MITF inh 77.4*, TEAD-YAP inh -6.0 and FBW7 activator 0.2.
`COc1ccc(-n2c(SCC(=O)N(C(C)C)C(C)C)nnc2-c2cccnc2)cc1` gave GPR151 activ -0.6, MITF inh 2.3, TEAD-YAP inh -1.1 and FBW7 activator 0.0.
For CCOC(=O)CCc1c(C)nc2cc(-c3cc(OC)cc(OC)c3)nn2c1Cl the results were GPR151 activ -5.5, MITF inh 22.2, TEAD-YAP inh 2.9 and FBW7 activator -0.2.
For FC(F)(F)C(Oc1nc(NCc2ccccc2)nc(N2CCNCC2)n1)C(F)(F)F the results were GPR151 activ -0.2, MITF inh 18.6, TEAD-YAP inh -1.5 and FBW7 activator 0.5.
`O=c1c2ccccc2nc(-c2ccc(F)cc2)n1NCc1cccc(Oc2ccccc2)c1` gave GPR151 activ 0.1, MITF inh 2.9, TEAD-YAP inh -6.0 and FBW7 activator 0.0.
`c1ccc(CNc2nc(-c3ccccc3)nc3nc[nH]c23)cc1` gave GPR151 activ -1.3, MITF inh 0.4, TEAD-YAP inh -2.2 and FBW7 activator -0.1.
`Cc1nc2cc(NC(=S)NC(=O)c3ccc(S(=O)(=O)N(C)C)cc3)ccc2s1` gave GPR151 activ -0.3, MITF inh 31.3, TEAD-YAP inh 11.3 and FBW7 activator -0.1.
Screening Cc1ccc(C(C)C)c(OCC(=O)Nc2sc(C)c(C)c2C(N)=O)c1 returned GPR151 activ -0.9, MITF inh 5.6, TEAD-YAP inh -13.1 and FBW7 activator -0.3.
Screening COc1cc(OC)cc(C(=O)N2c3cc(C)ccc3-c3c(ssc3=S)C2(C)C)c1 returned GPR151 activ -0.7, MITF inh -0.2, TEAD-YAP inh -1.2 and FBW7 activator -0.2.
`CCc1ccc(NC(=O)c2cc(S(=O)(=O)NCc3ccccc3)ccc2F)cc1` gave GPR151 activ -1.6, MITF inh -1.7, TEAD-YAP inh 7.7 and FBW7 activator -0.3.
Screening CC(=O)/C(=C\c1ccccc1Cl)C(=O)Nc1ccc([N+](=O)[O-])cc1 returned GPR151 activ 3.0, MITF inh 0.9, TEAD-YAP inh -2.9 and FBW7 activator -0.1.
O=C(OCC(=O)N1CCCC1)c1cc(Br)ccc1Cl was read as GPR151 activ -1.1, MITF inh -3.3, TEAD-YAP inh -9.7 and FBW7 activator -0.2.
`O=P1(N2CCN(c3ccc(F)c(Cl)c3)CC2)COc2ccccc2OC1` gave GPR151 activ 0.1, MITF inh -15.4, TEAD-YAP inh -3.6 and FBW7 activator 0.1.
`O=C(CSCc1cccc(F)c1)N1CCN(c2ccccc2)CC1` gave GPR151 activ -1.4, MITF inh 12.4, TEAD-YAP inh -79.9 and FBW7 activator 0.1.
For CC(=O)/C=C(\C)NC(=O)c1sc2ccccc2c1Cl the results were GPR151 activ -1.3, MITF inh 1.4, TEAD-YAP inh -22.3 and FBW7 activator -0.1.
For COc1cccc(CNC(=O)Cn2cc(-c3ccc(Cl)cc3)c(N3CCOCC3)n2)c1 the results were GPR151 activ 4.7, MITF inh -5.1, TEAD-YAP inh -27.2 and FBW7 activator -0.1.
Screening Cc1ccc(S(=O)(=O)N(C)CC(=O)Nc2cccc(I)c2)cc1 returned GPR151 activ -0.8, MITF inh 9.1, TEAD-YAP inh 7.4 and FBW7 activator 0.1.
`O=C(CCCn1c2ccccc2c(=O)c2ccccc21)Nc1ccccc1C(F)(F)F` gave GPR151 activ 2.4, MITF inh -2.7, TEAD-YAP inh 14.4 and FBW7 activator 0.1.
CCOC(=O)c1c(NC(=O)c2ccc(S(=O)(=O)N3CCCC3)cc2)sc2c1CCCCC2 was read as GPR151 activ -0.8, MITF inh -3.2, TEAD-YAP inh -2.0 and FBW7 activator 0.0.
CCOc1ccc(N(CC(=O)Nc2c(C)n(C)n(-c3ccccc3)c2=O)S(=O)(=O)c2ccc(Cl)cc2)cc1 was read as GPR151 activ 3.0, MITF inh 1.3, TEAD-YAP inh -12.6 and FBW7 activator 0.4.
Screening O=C(Nc1ccccc1)N1CCN(c2ccc3nnc(C4CC4)n3n2)CC1 returned GPR151 activ -0.6, MITF inh 1.8, TEAD-YAP inh -1.3 and FBW7 activator 0.1.
For COc1ccc(-c2nnc(SCC(=O)NC3CCCC3)nc2-c2ccc(OC)cc2)cc1 the results were GPR151 activ 1.3, MITF inh -5.5, TEAD-YAP inh 3.0 and FBW7 activator 0.0.
`COc1ccc(-c2noc(-c3ccccc3C(=O)N3CCCCC3)n2)cc1OC` gave GPR151 activ -0.6, MITF inh 5.7, TEAD-YAP inh 1.1 and FBW7 activator 0.1.

No new results follow: two of the compounds above.
O=C(OCC(=O)N1CCCC1)c1cc(Br)ccc1Cl was read as GPR151 activ -1.1, MITF inh -3.3, TEAD-YAP inh -9.7 and FBW7 activator -0.2.
`O=P1(N2CCN(c3ccc(F)c(Cl)c3)CC2)COc2ccccc2OC1` gave GPR151 activ 0.1, MITF inh -15.4, TEAD-YAP inh -3.6 and FBW7 activator 0.1.
